# H69AR inhibit: growth inhibitors of human H69AR lung tumor cells. viability, % at 10 µM. H69AR lung tumor viability, ATP luminescence, 72 h; active compounds read low. 85,000 compounds, 6% hits. AID 598;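 active = viability at or below 40%; inactive = viability above 40%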;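 note: multidrug resistant small cell line overexpressing MRP-1 efflux transporter; 100% = mean luminescence of untreated control wells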
# sEH activator: increases human soluble epoxide hydrolase activity | purified human sEH enzymatic activity, activator screen | activation, % at 2 µM | 91,000 compounds, 0.04% hits | AID 717; in the data active = activation above about 37%; note: values of inactives mirror those of a sister screen read the other way
# Fibroblast inh: blocks proliferation of human lung fibroblasts | LL 47 human lung fibroblast viability, ATP luminescence; active compounds read low | viability, % at 10 µM | 85,000 compounds, 1.1% hits;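 active = viability at or below 50% in the single dose screen; inactive = viability above 50%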;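 note: compound exposure lasted 72 h before the ATP readout; 100% = median luminescence of untreated cell-only wells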
#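 Test system: LL 47 human lung fibroblasts; Quantity: 1,150 cells/well; Buffer or medium: IMEM plus 15% FBS; Dosing: tenfold compound dosing solution, DMSO at 0.1%; Timing: overnight cell rest, 72 h compound treatment at 37 °C; Detection: ATP-based CellTiter-Glo luminescent readout; Read-out basis: viability percentage against median untreated-cell control; Controls: cell-only wells, no compound.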
# ERb SRC1 inh: blocks coactivator binding to human estrogen receptor beta | Q92731 | TR-FRET ER-beta LBD / SRC1-Cy5 peptide binding; receptor agonist-loaded with 1 µM estradiol | inhibition, % at 25.6 µM | 86,000 compounds, 1.3% hits;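 active = compounds whose percent inhibition of the receptor-coactivator binding signal exceeds about 50% in the single-dose screen, limit read from the data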;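 note: 0% = receptor plus peptide wells without compound and 100% = peptide-only wells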
# Target sequence (Q92731 whole entry, looked up, the tested form may be a part): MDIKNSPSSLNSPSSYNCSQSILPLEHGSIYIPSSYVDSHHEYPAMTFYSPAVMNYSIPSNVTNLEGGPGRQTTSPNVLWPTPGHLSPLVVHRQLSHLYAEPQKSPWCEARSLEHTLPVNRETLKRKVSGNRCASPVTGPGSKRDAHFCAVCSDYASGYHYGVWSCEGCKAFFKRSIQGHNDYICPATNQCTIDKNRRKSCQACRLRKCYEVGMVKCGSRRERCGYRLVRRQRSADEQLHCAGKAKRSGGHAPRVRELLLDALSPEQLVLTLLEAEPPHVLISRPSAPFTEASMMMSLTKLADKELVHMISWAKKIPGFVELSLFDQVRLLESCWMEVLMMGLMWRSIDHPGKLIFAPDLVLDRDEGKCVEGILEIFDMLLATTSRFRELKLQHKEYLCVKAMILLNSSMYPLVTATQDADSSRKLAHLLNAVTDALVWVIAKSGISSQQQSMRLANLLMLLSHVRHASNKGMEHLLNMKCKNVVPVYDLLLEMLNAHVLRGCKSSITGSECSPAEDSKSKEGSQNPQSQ
# ERa SRC1 inh: ER-alpha (human) coactivator binding inhibition | TR-FRET ER-alpha LBD / SRC-1 peptide, estradiol-bound | inhibition, % at 25.6 µM | 86,000 compounds, 1.7% hits; in the data active = inhibition above about 50%;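 note: 0% = receptor plus peptide control and 100% = peptide only without receptor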
# ERa coact pot: enhances coactivator binding to human estrogen receptor alpha; P03372; TR-FRET ERalpha-LBD/SRC-Cy5 coactivator binding, 2 h; 100 = basal binding, no effect; coactivator binding (% of control), % at 25.6 µM; 86,000 compounds, 1.3% hits; in the data active = activity above about 200%;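 note: binding measured in presence of low estradiol as agonist stimulus; 0% = peptide alone without receptor and 100% = receptor with peptide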
# Calb biofilm kill: kills Candida albicans biofilms | inhibition, % at 6 µM | AID 834 | C. albicans biofilm + clotrimazole, Alamar Blue | 85,000 compounds, 0.14% hits;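 active = inhibition above 20%; inactive = inhibition below 20%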;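 note: preformed 24 hr biofilms exposed to compound for 48 hr; 0% = biofilm without compound and 100% = blank killed by clotrimazole plus chlorhexidine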
# Smad3 inh: Smad3 (human) transcription factor binding inhibition | P84022 | TR-FRET Smad3/Dy647-FoxH1 peptide binding, europium anti-His | inhibition, % at 25 µM | 88,000 compounds, 0.29% hits | AID 630;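 active = compounds that reduce the energy-transfer binding signal between the protein and its labelled peptide by more than half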;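 note: 0% = Smad3 plus labelled peptide maximal FRET and 100% = peptide-only background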
# Target sequence (P84022 whole entry, looked up): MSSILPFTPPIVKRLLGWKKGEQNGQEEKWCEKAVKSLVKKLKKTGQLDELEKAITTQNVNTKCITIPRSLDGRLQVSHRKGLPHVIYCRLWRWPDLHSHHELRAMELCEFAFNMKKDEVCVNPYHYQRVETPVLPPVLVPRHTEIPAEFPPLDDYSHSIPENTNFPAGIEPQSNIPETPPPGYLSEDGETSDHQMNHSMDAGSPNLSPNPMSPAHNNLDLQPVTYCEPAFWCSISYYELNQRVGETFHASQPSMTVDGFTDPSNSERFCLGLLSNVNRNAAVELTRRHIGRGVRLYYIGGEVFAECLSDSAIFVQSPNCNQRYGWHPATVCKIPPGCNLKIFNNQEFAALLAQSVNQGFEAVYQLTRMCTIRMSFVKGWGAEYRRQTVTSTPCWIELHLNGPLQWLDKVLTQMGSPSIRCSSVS
# HUVEC prolif 384: inhibitors of human endothelial cell proliferation. 86,000 compounds, 1.1% hits. viability, % at 10 µM (by protocol). AID 648. HUVEC proliferation, CellTiter-Glo luminescence, 72 h; active compounds read low;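 active = viability at or below 30%; inactive = viability above 30%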;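 note: 100% = median luminescence of DMSO-only cell control wells on each plate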
# * = called active by the depositor; · = not tested or not shown; [ ] = remark or other dose. An excerpt. The share of hits here may be higher or lower than overall.
nr	Structure	H69AR inhibit	sEH activator	Fibroblast inh	ERb SRC1 inh	ERa SRC1 inh	ERa coact pot	Calb biofilm kill	Smad3 inh	HUVEC prolif 384
1	Cc1sc2nc3n(c(=O)c2c1C)CCCCC3	94	6	98	0	-1	122	4	-17	100
2	O=C(CN1CCC2(CC1)OCCO2)c1ccc2cc[nH]c2c1	103	·	103	-5	-42	109	11	-1	88
3	C=CCSc1nc2ccccc2n1S(=O)(=O)c1ccc(C)cc1	85	-4	102	23	21	91	7	-7	104
4	CSCC[C@H](NC(=O)c1ccc(Cl)c(S(=O)(=O)N2CCCC2)c1)c1nc2ccccc2[nH]1	75	-10	105	-3	-2	83[fluorescence artefact?]	1	-4	98
5	Cc1ccc(C(=O)N(Cc2ccc3c(c2)OCO3)Cc2nc3ccccc3c(=O)[nH]2)cc1	92	11	86	3[fluorescence artefact?]	0[fluorescence artefact?]	90	6	2	89
6	Cc1nc(SCC(=O)N2c3ccccc3Sc3ccccc32)n[nH]1	80	0	99	0	-4	97	10	2	104
7	CCN(C(=O)CSc1nc2ccccc2n1CCc1ccccc1)C1CCS(=O)(=O)C1 (stereo not drawn)	85	-4	98	14	-11	94	-1	-9	88
8	CCOC(=O)c1ccccc1NC(=O)c1nc2nccc(C)n2n1	85	-6	99	-5	-8	114	7	-18	84
9	CC(C)(C)NC(=O)c1nc2ccccc2s1	103	16	97	-8	-5	93	-4	-6	93
10	CS(=O)(=O)Nc1ccccc1C(=O)Nc1cc(Cl)cc(Cl)c1	60	6	87	16	0	98	-2	15	56
11	CCN(CC)c1ccc(NC(=O)C2CC3CCC2C3)cc1 (stereo not drawn)	82	·	92	12	16	92[fluorescence artefact?]	1	4	87
12	CC(=O)c1sc2nc(SCC(=O)N3CCCCC3)[nH]c(=O)c2c1C	68	3	94	56*	26[fluorescence artefact?]	53[fluorescence artefact?]	1	16[fluorescence artefact?]	92
13	O=C(NCC(=O)N(c1ccccc1)C(C(=O)NCC1CCCO1)c1ccccc1)c1ccco1 (stereo not drawn)	93	18	99	-3	-5	115	5	-10	83
14	CCn1c(SC(C)C(=O)O)nnc1-c1cccnc1 (stereo not drawn)	96	9	98	0	11	99	4	3	91
15	COc1cc(C2C(C#N)=C(N)Oc3cc(C)oc(=O)c32)ccc1OC(=O)N1CCOCC1 (stereo not drawn)	94	·	·	1	-2	75	8	5	100
16	Cc1nn(Cc2ccccc2)c(C)c1NC(=O)c1cc(-c2ccco2)on1	94	-6	99	5	9	88	-2	-4	97
17	O=C1CC(c2ccco2)Cc2nc(N3CCc4ccccc4C3)ncc21 (stereo not drawn)	89	2	83	-6	2	106	6	4	99
18	COc1ccc(CC(=O)NCc2cccs2)cc1OC	105	0	99	-9	-5	109	2	-4	89
19	Cn1c(C(=O)NCCc2c[nH]c3ccccc23)cc2sccc21	63	7	104	-8	-6	100	-3	-2	77
20	CCNC(=O)c1oc2c(c1C)C(=O)CC(C)(C)C2	97	14	100	-7[fluorescence artefact?]	2[fluorescence artefact?]	101	0	0	93
21	Clc1cccc(-c2nnc3sc(-c4ccccc4)nn23)c1	85	3	104	1	5[fluorescence artefact?]	140	11	-8[fluorescence artefact?]	102
22	O=C(c1cnc2n(c1=O)CCS2)N(C1CCCCC1)C1CCCCC1	95	4	101	-8	-4	138	11	-2	100
23	COC(=O)c1ccccc1NC(=O)C1CC=CCC1C(=O)O (stereo not drawn)	93	9	106	-3	-9	159[fluorescence artefact?]	2	9	107
24	CCN(CC)CCN1C(=O)c2ccccc2NC1c1ccc(F)cc1 (stereo not drawn)	80	3	109	1	1	109	8	5	112
25	CC(C)C(NC(=O)c1ccccc1)C(=O)NC1=NCCS1 (stereo not drawn)	98	17	118	8	6	120	6	-9	106
26	Cc1[nH]n(-c2ccccc2)c(=O)c1/C=N/n1c(C)nc2ccccc2c1=O	67	1	95	-8	-6	101[fluorescence artefact?]	-5	12	97
27	COc1cc(C)c(C(C)C)cc1S(=O)(=O)n1cnc(C)c1	34*	·	56	-10	0	94	1	6[fluorescence artefact?]	43
28	CCOC(=O)C1CCN(c2ncnc3c2oc2ccc(Br)cc23)CC1	94	6	92	-3	-1	101	9	2	82
29	CCn1c2c(c3cc(C(=O)O)ccc31)CCCC2=O	96	-10	97	-16	-22	103	3	-6	96
30	CN(C(=O)c1cccnc1)c1nc(-c2ccccc2)cs1	86	-5	95	-5	-6	97	12	5[fluorescence artefact?]	91
31	CC(C)CCNC(=O)NC(=O)Cn1cc(C(F)(F)F)ccc1=O	105	-10	94	-4	-4	107	5	17[fluorescence artefact?]	102
32	Cc1ccc(CSc2nnc(Cn3c(=O)sc4ccccc43)n2C)cc1	83	·	90	-7[fluorescence artefact?]	6	123	10	-7	91
33	Cn1c(Cn2c(=O)sc3ccccc32)nnc1SCC(=O)N1CCCCCC1	102	·	97	-13	-1	118	18	2	98
34	Cc1ccc(-c2nnn(CC(=O)N(Cc3ccccc3)C(C(=O)NC(C)(C)C)c3ccncc3)n2)o1 (stereo not drawn)	95	0	105	1[fluorescence artefact?]	2	94	3	4	97
35	CN(Cc1ccccc1)C(=O)CSc1nc2c(c(C(F)(F)F)n1)CCc1ccccc1-2	73	-5	94	-2	2[fluorescence artefact?]	101	9	-4	87
36	Cc1csc(SCc2ccccc2C(=O)O)n1	93	-2	109	-4	-1	132	6	2	99
37	O=C(NCC(=O)N(c1cccc(F)c1)C(C(=O)NCC1CCCO1)c1ccccc1)c1ccco1 (stereo not drawn)	83	·	93	-2	-4	111	9	12	95
38	O=C1c2ccccc2C(=O)c2c1oc(C(F)(F)F)c2C(=O)c1ccccc1	0.7*	-4	3.1*	-4	-2	131	5	32	3.5*
39	CC(C)NS(=O)(=O)c1ccc(OCC(=O)N(C)Cc2ccccc2)cc1	88	10	100	0[fluorescence artefact?]	4[fluorescence artefact?]	106	5	-3	102
40	Clc1ccc(CSc2nnc(-c3cccnc3)n2Cc2ccco2)c(Cl)c1	90	15	90	-6	-2	103	8	4	100

# The list goes on; the last 2 above are carried over.
nr	Structure	H69AR inhibit	sEH activator	Fibroblast inh	ERb SRC1 inh	ERa SRC1 inh	ERa coact pot	Calb biofilm kill	Smad3 inh	HUVEC prolif 384
39	CC(C)NS(=O)(=O)c1ccc(OCC(=O)N(C)Cc2ccccc2)cc1	88	10	100	0[fluorescence artefact?]	4[fluorescence artefact?]	106	5	-3	102
40	Clc1ccc(CSc2nnc(-c3cccnc3)n2Cc2ccco2)c(Cl)c1	90	15	90	-6	-2	103	8	4	100
41	Cc1nc2ccc(S(=O)(=O)NCC(=O)N3CCN(c4ccccc4)CC3)cc2s1	107	·	86	-6	-13	125	6	6	96
42	CCN(CC)C(=O)CSc1nc(-c2ccco2)cc(C(F)(F)F)c1C#N	57	5	98	-9	-6	116	3	4	90
43	O=C(O)CCCC(=O)Nc1ccn(-c2ccccc2)n1	90	·	103	-18	-24	120	-2	2	109
44	COc1ccccc1-n1c(SC)nc(O)cc1=O	109	·	92	4	-3	99	11	0	91
45	CCCCCCn1c(-c2ccco2)nc2oc3cc(OC)ccc3c(=O)c2c1=O	·	3	98	30[fluorescence artefact?]	35	185[fluorescence artefact?]	5	-31	82
46	CC(C)n1nnnc1SCC(=O)N1CCOCC1	99	·	101	-17	-10	98	10	-5	94
47	O=C(CN1CCOCC1)Nc1nc(-c2ccc3c(c2)CCN3S(=O)(=O)c2ccccc2)cs1	79	1	82	2	6	98	-4	-14[fluorescence artefact?]	62
48	COc1ccc2c(c1)C1(Nc3ccccc3C(=O)N1c1ccccc1)C(=O)N2 (stereo not drawn)	92	-5	90	0	-2	99	7	7	89
49	COc1ccc(C(c2nnnn2Cc2cccs2)N2CCN(c3ccccc3)CC2)cc1OC (stereo not drawn)	81	8	98	-1	-10	113	8	-5	105
50	COC(=O)c1ccc(COC(=O)c2ccc(-n3cnnn3)cc2)o1	95	-7	103	5	19	78	-1	-8	107
51	COc1cccc(-c2nnc(SCC(=O)OC(C)C)n2Cc2ccco2)c1	86	13	107	0[fluorescence artefact?]	3	99	-3	1	108
52	CCN1CCN(C(=O)CN(c2ccc(C)cc2)S(C)(=O)=O)CC1	98	19	99	-10	-1	101	6	7	98
53	C=CCOc1c(Br)cc(CNn2nnnc2N)cc1OC	89	14	95	-5	7	106	3	23	96
54	COc1cc2c(cc1OC)CN(C(=O)c1cc(=O)c3ccccc3o1)CC2	18*	0	58	10	8	101	2	-5	59
55	O=C(CSc1ncnc2ccccc12)Nc1ccc(N2CCOCC2)cc1	76	·	96	27	40	73[fluorescence artefact?]	2	-1	80
56	O=S(=O)(c1ccc(F)cc1)N1CN(Cc2ccco2)c2nc3ccccc3nc21	80	-5	92	27	14	66[fluorescence artefact?]	6	10	87
57	O=C(Nc1ccccc1C(=O)NCc1ccco1)c1ccco1	83	·	107	17	4[fluorescence artefact?]	89	-3	-6	94
58	CSc1ccccc1NC(=O)CSc1nnnn1-c1ccccc1SC	76	-5	92	-1	-7	116	-3	2[fluorescence artefact?]	90
59	CCc1cccc(C)c1NC(=O)C1=C(C(=O)O)CCCC1	87	3	92	-10	-1[fluorescence artefact?]	117	9	4	97
60	Cc1c(/C=C/C(=O)c2ccc(Cl)s2)cnn1C	61	-6	97	-6	-2	96[fluorescence artefact?]	2	13	100
61	CCOC(=O)N1CCN(C(=O)CSc2nnc(-c3cccs3)o2)CC1	100	12	99	-1	0	120	14	-3	102

# For convenience, part of the list above:
nr	Structure	H69AR inhibit	sEH activator	Fibroblast inh	ERb SRC1 inh	ERa SRC1 inh	ERa coact pot	Calb biofilm kill	Smad3 inh	HUVEC prolif 384
49	COc1ccc(C(c2nnnn2Cc2cccs2)N2CCN(c3ccccc3)CC2)cc1OC (stereo not drawn)	81	8	98	-1	-10	113	8	-5	105
50	COC(=O)c1ccc(COC(=O)c2ccc(-n3cnnn3)cc2)o1	95	-7	103	5	19	78	-1	-8	107
51	COc1cccc(-c2nnc(SCC(=O)OC(C)C)n2Cc2ccco2)c1	86	13	107	0[fluorescence artefact?]	3	99	-3	1	108
52	CCN1CCN(C(=O)CN(c2ccc(C)cc2)S(C)(=O)=O)CC1	98	19	99	-10	-1	101	6	7	98
53	C=CCOc1c(Br)cc(CNn2nnnc2N)cc1OC	89	14	95	-5	7	106	3	23	96
54	COc1cc2c(cc1OC)CN(C(=O)c1cc(=O)c3ccccc3o1)CC2	18*	0	58	10	8	101	2	-5	59
55	O=C(CSc1ncnc2ccccc12)Nc1ccc(N2CCOCC2)cc1	76	·	96	27	40	73[fluorescence artefact?]	2	-1	80
56	O=S(=O)(c1ccc(F)cc1)N1CN(Cc2ccco2)c2nc3ccccc3nc21	80	-5	92	27	14	66[fluorescence artefact?]	6	10	87
57	O=C(Nc1ccccc1C(=O)NCc1ccco1)c1ccco1	83	·	107	17	4[fluorescence artefact?]	89	-3	-6	94
58	CSc1ccccc1NC(=O)CSc1nnnn1-c1ccccc1SC	76	-5	92	-1	-7	116	-3	2[fluorescence artefact?]	90
59	CCc1cccc(C)c1NC(=O)C1=C(C(=O)O)CCCC1	87	3	92	-10	-1[fluorescence artefact?]	117	9	4	97
60	Cc1c(/C=C/C(=O)c2ccc(Cl)s2)cnn1C	61	-6	97	-6	-2	96[fluorescence artefact?]	2	13	100
61	CCOC(=O)N1CCN(C(=O)CSc2nnc(-c3cccs3)o2)CC1	100	12	99	-1	0	120	14	-3	102
